Screening results as filed in PubChem BioAssay.
IDE cell activ – activators of human insulin-degrading enzyme in cells | hit rate 0.073% among 340,000 | activation, % at 5.96 µM | HEK cells, FAbeta-B cleavage, fluorescence polarization; 0% vehicle, 100% cell-free pure enzyme wells | P14735 | AID 493087;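 active = activation above the mean of all tested compounds plus 3 SD, set per screening campaign, cut at about 17% in these data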
Target sequence (P14735 whole entry, looked up): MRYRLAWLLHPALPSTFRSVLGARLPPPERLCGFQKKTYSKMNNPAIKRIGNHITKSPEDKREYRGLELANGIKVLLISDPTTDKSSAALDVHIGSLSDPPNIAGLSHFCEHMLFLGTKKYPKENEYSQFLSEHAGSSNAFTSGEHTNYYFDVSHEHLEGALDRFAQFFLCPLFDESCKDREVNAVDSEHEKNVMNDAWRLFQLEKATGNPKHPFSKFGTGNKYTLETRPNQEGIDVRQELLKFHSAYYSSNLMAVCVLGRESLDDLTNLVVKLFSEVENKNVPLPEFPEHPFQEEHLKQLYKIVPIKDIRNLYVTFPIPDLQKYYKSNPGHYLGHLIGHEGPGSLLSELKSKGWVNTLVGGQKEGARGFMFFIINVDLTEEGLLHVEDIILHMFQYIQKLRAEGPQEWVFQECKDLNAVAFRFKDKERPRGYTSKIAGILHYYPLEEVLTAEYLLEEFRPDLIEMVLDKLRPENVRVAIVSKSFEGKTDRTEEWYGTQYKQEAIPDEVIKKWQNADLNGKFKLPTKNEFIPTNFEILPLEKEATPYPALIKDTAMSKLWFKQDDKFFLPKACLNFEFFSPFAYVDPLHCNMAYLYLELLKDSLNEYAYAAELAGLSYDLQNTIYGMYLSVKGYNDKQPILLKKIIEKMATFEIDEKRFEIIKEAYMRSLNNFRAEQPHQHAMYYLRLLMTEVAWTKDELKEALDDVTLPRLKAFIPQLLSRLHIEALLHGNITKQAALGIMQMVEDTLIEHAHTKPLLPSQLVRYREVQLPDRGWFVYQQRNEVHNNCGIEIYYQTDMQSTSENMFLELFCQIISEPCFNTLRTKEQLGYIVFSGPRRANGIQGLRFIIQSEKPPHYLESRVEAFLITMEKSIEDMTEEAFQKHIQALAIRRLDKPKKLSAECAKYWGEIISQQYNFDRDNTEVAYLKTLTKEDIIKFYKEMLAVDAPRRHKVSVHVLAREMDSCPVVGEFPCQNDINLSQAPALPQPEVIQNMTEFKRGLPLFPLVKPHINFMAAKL
PfM18AAP inh – PfM18AAP enzyme inhibition; recombinant PfM18AAP, H-Glu-NHMec fluorogenic cleavage; inhibition, % at 7.35 µM; hit rate 1.2% among 290,000; AID 1822;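 active = inhibition above the campaign mean inhibition over all tested compounds plus 3 SD, cut at about 28% in these data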;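 also: 0% = plate median of test compound wells and 100% = 2 mM ZnCl2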
MEKK2 mut-MEK5 – signal of MEK5 binding to mutant human MEKK2 PB1 domain; bead flow cytometry, Alexa488-MEK5 binding to MEKK2 mutant; percent response, % at 10 µM; hit rate 0.35% among 290,000; AID 1530; in the data active = percent response above about 24%, passing the limit was not always enough; also: inactives centre near 1; some results filed as inactive read as strong as hits; reference of the scale not given here
MEKK2wt PB1 HTS – raises or lowers MEK5 binding to wildtype human MEKK2 PB1 domain | Q9Y2U5 | bead flow cytometry, Alexa488-MEK5 binding to MEKK2 WT; actives lie on both sides | binding response (% of control), % at 10 µM | hit rate 1.1% among 290,000; in the data active = binding response below about 67% or above about 130%
NALP1 inh – NALP1 inhibition. S. cerevisiae NALP1/ASC/caspase-1 growth, X-gal OD620, 72 h. inhibition, % at 10 µM. hit rate 0.61% among 280,000; in the data active = inhibition mostly above about 24%, no sharp cut-off; inactive = mostly below about 32%; also: some compounds called inactive have numbers as strong as hits
SUMO HTRF inh – inhibitors of human SUMOylation (UBC9) | P63279 | inhibition, % at 35 µM | hit rate 0.36% among 290,000 | AID 2006 | HTRF SUMOylation assay, SAE1/SAE2 + UBC9, in vitro; in the data active = inhibition above about 50%, passing the limit was not always enough; also: strong numbers were not always called active
MEKK3 PB1 HTS – MEKK3-MEK5 PB1 interaction, increase or decrease; Q99759; bead-based flow cytometry, Alexa488-MEK5 binding to MEKK3; actives lie on both sides; 0 = blocked by unlabeled MEK5, 100 = vehicle; binding response (% of control), % at 10 µM; hit rate 1.4% among 290,000;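 active = binding response more than 3 SD above or below the average of its plate-row segment, actives on both sides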;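 also: Alexa488 bead fluorescence after subtracting the streptavidin-only scavenger bead signal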
pCIP destab – compounds decreasing mouse p/CIP protein stability; F442A p/CIP-EGFP cells, EGFP fluorescence, 16 h; decrease of EGFP signal, % at 10 µM; hit rate 0.01% among 290,000; AID 1984;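 active = EGFP signal decrease of at least 30% at 10 µM or well 3 SD below plate mean, unless failing retest; inactive = the rest, including hits failing retest or dose response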; also: some compounds called inactive have numbers as strong as hits; many of its hits are not listed in these tables
IDE cell inh – inhibitors of human insulin-degrading enzyme in cells; P14735; hit rate 0.41% among 320,000; AID 434962; HEK cells, FAbetaB cleavage, fluorescence polarization; inhibition, % at 5.59 µM;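 active = percent inhibition above the average of all tested compounds plus 3 SD, set per screening campaign, cut at about 16% in these data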;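 also: IDE supplied by intact live HEK cells; FP after avidin binding of uncleaved biotin substrate so inhibition keeps polarization high; 0% = DMSO wells and 100% = 60 µM reference IDE inhibitor Ii1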
Numbers without * were called inactive; · = not tested or not shown; & = joins results of further samples. Some of the compounds tested; the hit share may differ from the screen's.

Results follow in this order: pCIP destab	SUMO HTRF inh	IDE cell activ	PfM18AAP inh	MEKK2 mut-MEK5	IDE cell inh	MEKK3 PB1 HTS	MEKK2wt PB1 HTS	NALP1 inh
- C/C(=N\Nc1ccc([N+](=O)[O-])cc1)c1ccc(-n2nncc2C(C)(C)C)cc1
  -6.7	16.3	2.6	-0.1	-2.0	3.4	97.0	103.0	17.3
- COc1ccc(C2CC(=O)C3=C(C2)Nc2ccccc2N(C(C)=O)C3c2ccco2)cc1 (stereo not drawn)
  -6.4	-5.6	5.8	-4.5	4.0	6.1	95.0	99.0	-9.7
- CCCCc1nc2ccccc2c(NC(=O)CN2CCCC2)c1CCC
  0.8	1.0	-1.8	3.1	3.0	0.3	98.0	105.0	14.7
- C/C=C/c1ccc(OCCCCn2cncn2)c(OC)c1
  4.6	-4.4	1.7	13.0	5.0	0.5	103.0	110.0	30.1
- CSc1ccc(-c2ccco2)nn1
  4.8	10.2	1.2	5.3	-9.0	0.9	98.0	84.0	3.7
- Nn1c(SCc2ccccc2)nnc1-c1ccco1
  3.0	20.6	-1.6	0.2	-1.0	3.5	96.0	102.0	·
- Cc1cccc(-c2nsc(SCC(=O)NCc3ccc4c(c3)OCO4)n2)c1
  2.9	-1.2	-3.0	-0.7	-3.0	-4.8	94.0	91.0	1.1
- C[N+](C)(C)c1ccc(/C=N/Nc2nc(Cl)c(C#N)c(Cl)c2Cl)cc1
  -8.6	26.1	-3.3	8.6	6.0	-0.9	95.0	102.0	3.2
- O=C(Nc1cccc([N+](=O)[O-])c1)N1CCCc2ccccc21
  -15.4	3.9	1.6	0.1	1.0	·	100.0	101.0	4.3
- CC(=O)N1CCN(Cc2nc3cc(NC(=O)C4CCCCC4)ccc3n2C)CC1
  2.6	6.7	-1.0	3.8	-4.0	3.2	100.0	97.0	·

Later entries.
Results follow in this order: pCIP destab	SUMO HTRF inh	IDE cell activ	PfM18AAP inh	MEKK2 mut-MEK5	IDE cell inh	MEKK3 PB1 HTS	MEKK2wt PB1 HTS	NALP1 inh
- CCCn1c(SCC(=O)N2c3ccccc3CC2C)nnc1-c1ccco1 (stereo not drawn)
  13.9	-37.4	8.9	-0.7	1.0	1.9	105.0	106.0	13.2
- CCN(CC)S(=O)(=O)c1cccc2c(N(C)C)cccc12
  4.2	40.4	5.6	4.3	·	1.5	·	·	9.1
- Cc1ccc(O)c(CNc2nc3ccccc3[nH]2)c1
  3.1	-6.9	0.9	-4.1	3.0	·	103.0	105.0	10.8
- CCc1ccc2c(CN3CCN(Cc4ccccc4)CC3)cc(=O)oc2c1
  -7.7	-6.8	3.2	1.6	-2.0	-4.3	103.0	102.0	19.3
- CC1CC(C)CN(C(=O)c2ccccc2Nc2ccc(SC(F)F)cc2)C1 (stereo not drawn)
  -9.5	5.3	4.0	-13.8	-3.0	0.9	94.0	93.0	-0.7
- COc1ccccc1-c1nnc(SCC(=O)OC(C)C)o1
  3.6	2.1	6.7	0.0	4.0	-1.2	97.0	98.0	15.1
- N/C(Cc1ccc(Cl)cc1)=N\OC(=O)c1cccc2ccccc12
  2.8	1.1	-1.3	-7.3	3.0	1.8	103.0	100.0	-5.6
- CCOC(=O)C1(Cc2ccc(OC)cc2)CCN(C(=O)c2sc(C)nc2C)CC1
  -6.6	4.0	-0.2	0.5	-7.0	2.9	91.0	92.0	2.3
- COc1ccc(NC2=NCC(Cc3ccc(Br)cc3)S2)cc1 (stereo not drawn)
  -2.6	30.5	-1.3	3.3	1.0	-6.1	101.0	106.0	39.0
- COc1ccccc1CNS(=O)(=O)c1cc(C)ccc1OC
  -10.8	0.5	2.7	3.9	-10.0	-0.5	94.0	95.0	24.2

(listing goes on)
Results follow in this order: pCIP destab	SUMO HTRF inh	IDE cell activ	PfM18AAP inh	MEKK2 mut-MEK5	IDE cell inh	MEKK3 PB1 HTS	MEKK2wt PB1 HTS	NALP1 inh
- Cc1cc(C)cc(N2C(=O)CC(n3ccnc3)C2=O)c1 (stereo not drawn)
  -26.9	-8.1	5.0	-2.4	0.0	-0.6	99.0	101.0	-9.7
- CN1CCN(c2ccc(NC(=O)c3cc4ccccc4o3)cc2)CC1
  0.2	5.2	6.6	3.0	5.0	2.3	108.0	123.0	10.2
- Cn1c(COc2ccc3ccccc3c2)nnc1SCC(=O)O
  -24.0	23.8	4.6	-6.8	2.0	3.7	108.0	100.0	8.1
- Cc1ccc(C)c(N2CCN(S(=O)(=O)c3cccc4cccnc34)CC2)c1
  -5.6	4.1	1.6	1.3	0.0	1.6	100.0	97.0	19.4
- O=C(Nc1ccc(Oc2ccccc2)nc1)C1CCCCN1Cc1cccc(OCCO)c1 (stereo not drawn)
  -8.0	13.9	1.2	-4.0	1.0	-2.3	99.0	100.0	21.1
- Nc1nonc1-n1nnc(C(=O)N/N=C/c2ccncc2)c1CSc1ccccc1
  -22.4	18.6	4.3	-4.7	-10.0	-2.4	97.0	97.0	19.8
- CCCCOC(=O)C1=C(C)Nc2nnnn2C1c1ccccc1Cl (stereo not drawn)
  -15.7	-6.9	5.0	0.7	-4.0	-4.8	93.0	89.0	8.1
- CC(=O)NCCC(=O)Nc1nc(-c2ccc3c(c2)OCCO3)cs1
  5.4	7.1	-0.8	-12.2	5.0	-3.7	106.0	109.0	10.3
- O=C(Nc1ncn[nH]1)c1ccc(S(=O)(=O)N2CCOCC2)cc1
  -3.4	2.2	5.0	8.3	-5.0	1.1	80.0	85.0	-36.0
- CN(C)S(=O)(=O)c1cccc(NC(=O)CCSc2ccc(Cl)cc2)c1
  -4.2	-31.2	-0.9	-5.6	-1.0	-12.9	93.0	96.0	33.3

(continued)
Results follow in this order: pCIP destab	SUMO HTRF inh	IDE cell activ	PfM18AAP inh	MEKK2 mut-MEK5	IDE cell inh	MEKK3 PB1 HTS	MEKK2wt PB1 HTS	NALP1 inh
- Cc1cccc(OCCCC(=O)O)c1C
  -5.3	-7.5	-2.3	6.5	0.0	1.9	110.0	116.0	4.2
- CCOC(=O)c1nc(NCc2ccccc2)sc1C
  6.3	6.5	-0.3	25.4	-1.0	-1.0	99.0	102.0	-2.0
- COCCN(C)C(=O)CC1C(=O)NCCN1CC(c1ccccc1)c1ccccc1 (stereo not drawn)
  -8.3	15.9	-0.8	0.1	-4.0	4.7	100.0	95.0	6.1
- CCOC(=O)NC(Nc1sc2c(c1C(N)=O)CCCC2)(C(=O)OCC)C(F)(F)F (stereo not drawn)
  -2.6	25.1	0.5	14.4	-3.0	-1.0	92.0	92.0	-7.9
- COc1cccc(CN2C(=O)Nc3ccccc3C(=O)N2C(C)(C)C)c1
  6.1	-18.1	6.4	-18.5	12.0	-4.0	114.0	113.0	35.3
- CC1(C)Oc2ccc(C(=O)NC3CC3)cc2N(CC(=O)N2CCOCC2)C1=O
  -1.7	9.1	-1.2	4.8	-1.0	8.7	101.0	98.0	2.1
- O=C(NCC(=O)N(Cc1ccccc1)C(C(=O)NC1CCCCC1)c1ccco1)c1ccco1 (stereo not drawn)
  -14.5	-9.5	-1.2	7.4	4.0	4.5	104.0	106.0	-37.9
- CC(C)C[C@H](NC(=O)c1nc[nH]c1C(=O)N1CCN(c2ccccc2)CC1)C(=O)OC(C)(C)C
  3.3	-24.2	0.1	·	4.0	0.7	98.0	96.0	·
- COc1ccc(C(=O)CSc2nc3ncccc3[nH]2)cc1OC
  2.1	-2.3	·	4.5	4.0	-0.3	102.0	101.0	12.9
- Cc1ncc(C[n+]2csc(CCO)c2C)c(N)n1
  2.6	-0.1	-2.2&6.7	-9.6	4.0	0.0&-10.3	98.0	107.0	20.6

Next structures follow.
Results follow in this order: pCIP destab	SUMO HTRF inh	IDE cell activ	PfM18AAP inh	MEKK2 mut-MEK5	IDE cell inh	MEKK3 PB1 HTS	MEKK2wt PB1 HTS	NALP1 inh
- COC(=O)C1=C(C(=O)OC)[N+]2=C3N(C(=O)NC2(C)C)[C@H](CO)C[C@@]32c3ccccc3N(Cc3ccccc3)[C@@H]12
  ·	·	-3.0	·	1.0	5.0	99.0	100.0	·
- CCN(CC(=O)Nc1ccc(C(C)=O)cc1)CC(=O)Nc1cccc(OC)c1
  0.1	0.5	-2.6	-0.4	-6.0	-1.1	100.0	95.0	-4.3
- COc1cccc(OCC(=O)NNC(=S)Nc2ccc(Cl)cc2Cl)c1
  -3.6	-55.5	4.5	6.1	2.0	0.6	98.0	103.0	-11.7
- CN(C(=O)c1ccc(C#N)cc1)c1nnc(-c2cnccn2)s1
  -3.1	27.5	4.0	-10.0	16.0	-4.4	119.0	109.0	·
- O=C(c1oc(=O)c2ccccc2c1-c1ccccc1)N1CCC(O)CC1
  -15.3	-4.0	1.6	4.9	0.0	3.8	99.0	103.0	-11.6
- Cc1nc(NCCCn2ccnc2)c2oc3ccccc3c2n1
  -15.2	25.7	2.3	8.4	8.0	6.0	107.0	110.0	-23.3
- O=CN/N=C/c1c(O)ccc2ccccc12
  -3.1	13.4	-2.1	10.3	-1.0	4.8	98.0	91.0	-15.1
- CN/S(=N/S(=O)(=O)c1ccccc1)c1ccc(C)cc1 (stereo not drawn)
  -6.5	-0.7	4.2	-2.6	-11.0	-8.0	101.0	95.0	6.8
- Cc1cc(S(=O)(=O)NCc2ccccc2)ccc1OCC(=O)NCc1ccncc1
  3.1	-16.0	-2.9	1.5	2.0	0.1	99.0	103.0	15.3
- O=c1ccc(NS(=O)(=O)c2ccccc2)cn1Cc1ccc(Cl)c(Cl)c1
  -4.7	8.9	-3.0	-4.1	-1.0	1.8	96.0	101.0	11.7

Single records, as listed above. Order of values: pCIP destab | SUMO HTRF inh | IDE cell activ | PfM18AAP inh | MEKK2 mut-MEK5 | IDE cell inh | MEKK3 PB1 HTS | MEKK2wt PB1 HTS | NALP1 inh
`O=c1ccc(NS(=O)(=O)c2ccccc2)cn1Cc1ccc(Cl)c(Cl)c1` reads -4.7 | 8.9 | -3.0 | -4.1 | -1.0 | 1.8 | 96.0 | 101.0 | 11.7
`CN(C(=O)c1ccc(C#N)cc1)c1nnc(-c2cnccn2)s1` reads -3.1 | 27.5 | 4.0 | -10.0 | 16.0 | -4.4 | 119.0 | 109.0 | ·
`O=C(c1oc(=O)c2ccccc2c1-c1ccccc1)N1CCC(O)CC1` reads -15.3 | -4.0 | 1.6 | 4.9 | 0.0 | 3.8 | 99.0 | 103.0 | -11.6

(further entries)
Results follow in this order: pCIP destab	SUMO HTRF inh	IDE cell activ	PfM18AAP inh	MEKK2 mut-MEK5	IDE cell inh	MEKK3 PB1 HTS	MEKK2wt PB1 HTS	NALP1 inh
- O=C(Nc1cccc(-c2nnc(-c3ccccc3)o2)c1)c1ccco1
  -2.5	15.6	5.1	·	6.0	8.0	104.0	109.0	-18.5
- COC(=O)[C@@H]1CCCN1C(=O)CCc1nnc(CCC2CCCCC2)o1
  -3.5	-9.1	2.3	-7.8	-1.0	-1.3	102.0	98.0	-6.9
- O=C(C1CCN(Cc2cn[nH]c2-c2ccc(F)cc2F)CC1)N1CCOCC1
  -9.1	-12.4	-8.0	-0.9	-1.0	-5.0	97.0	102.0	8.3
- CC(C(=O)O)n1cnc2sc3c(c2c1=O)CCCC3 (stereo not drawn)
  -13.4	6.3	1.1	1.6	1.0	-1.1	104.0	100.0	14.2
